esBAF inh: Bmi1 luciferase reporter increase in mESCs, primary screen, esBAF inhibitor project, mouse ES cells, Bmi1 luciferase knock-in, single point; 24 h; 100% = twice the neutral-well signal; reporter increase, % at 12.5 µM; 2% of 350,000 active; AID 602393, 2012; in the data active = activation above about 40%;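 note: 0% = median of the plate's neutral control wells and 100% = double that signal; a rise in the Bmi1 reporter signal indicates esBAF inhibition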
Statin myotox sup: suppressors of statin myotoxicity in C2C12 myotubes, primary screen, cell-based, single point, plate reader. 0.78% of 330,000 active. AID 602340, 2012. rescue of ATP level, % at 7.49 µM. C2C12 myotubes + simvastatin, ATP luminescence, 48 h; scaled: DMSO 0, geranylgeraniol control 100;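 active = mean ATP rescue above about 67%, or every replicate alone reaching that limit, limit read from the data, passing the limit was not always enough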;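 note: myotubes were challenged with 10 µM simvastatin during compound exposure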
ERp5 block: inhibitors of ERp5-driven insulin aggregation, primary screen, biochemical, turbidity, absorbance 650 nm, single point | 90 min | inhibition, % at 9.99 µM | 0.05% of 350,000 active | Protein disulfide-isomerase A6 (Homo sapiens), Q15084 | AID 651711, 2012;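 active = mean replicate inhibition above about 25%, with every replicate also reaching it, limit read from the data, passing the limit was not always enough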
Target sequence (Q15084 whole entry, looked up): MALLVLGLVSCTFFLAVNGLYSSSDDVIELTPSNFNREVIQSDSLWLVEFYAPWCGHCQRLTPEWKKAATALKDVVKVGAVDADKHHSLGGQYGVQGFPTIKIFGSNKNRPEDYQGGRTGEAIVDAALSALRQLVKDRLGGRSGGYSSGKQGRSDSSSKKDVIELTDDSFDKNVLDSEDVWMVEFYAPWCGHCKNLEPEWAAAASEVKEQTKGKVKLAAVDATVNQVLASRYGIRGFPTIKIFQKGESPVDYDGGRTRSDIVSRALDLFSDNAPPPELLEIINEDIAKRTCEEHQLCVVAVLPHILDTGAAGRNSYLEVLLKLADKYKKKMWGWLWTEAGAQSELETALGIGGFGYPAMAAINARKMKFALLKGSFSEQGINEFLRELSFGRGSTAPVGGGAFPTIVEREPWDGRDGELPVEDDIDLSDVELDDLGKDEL
Cneo AK release: Cryptococcus neoformans cell lysis inducers, primary screen, AK release luminescence, single concentration. C. neoformans lysis, adenylate kinase release luminescence, 4 h; normalised: neutral wells 0, clomiphene wells 100. AID 651654, 2012. lysis activity, % at 15 µM. 0.2% of 360,000 active;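 active = mean lysis activity across replicates of at least 80%, whatever share of replicates individually reach that level; inactive = mean lysis activity below 80%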
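Material – Cryptococcus neoformans yeast cells · Quantity – 5 × 10^6 yeast cells/mL · Buffer or medium – YPD medium · Compound – single dose · Timing – 4 h static compound exposure, 37 °C, read 1 h post-reagent · Signal – adenylate kinase release luminescence · Read-out basis – lysis from increased AK signal · Benchmarks – Clomiphene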
miR-122 sensor: miR-122 Renilla sensor signal increase in Huh7, primary screen, miR-122 inhibitor project, cell-based, single point, plate reader; activation (reporter increase), % at 12.5 µM; Huh7 miR-122 Renilla luciferase sensor, 48 h; neutral wells = 0, positive control = 100; 0.3% of 340,000 active; AID 602342, 2012;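 active = mean replicate activation score at least 90 and every replicate individually at or above 90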;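 note: higher luciferase means less miR-122 activity so hits act as miR-122 inhibitors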
SIRT5 block: SIRT5 desuccinylase inhibitors, primary screen, biochemical, fluorescence imaging, single point, set 5. 1.1% of 330,000 active. AID 652115, 2013. inhibition, % at 15 µM. NAD-dependent protein deacylase sirtuin-5, mitochondrial (Homo sapiens), Q9NXA8. Purified SirT5, succinyl-peptide AMC, trypsin-coupled fluorescence; in the data active = inhibition above about 15%
Target sequence (Q9NXA8 whole entry, looked up): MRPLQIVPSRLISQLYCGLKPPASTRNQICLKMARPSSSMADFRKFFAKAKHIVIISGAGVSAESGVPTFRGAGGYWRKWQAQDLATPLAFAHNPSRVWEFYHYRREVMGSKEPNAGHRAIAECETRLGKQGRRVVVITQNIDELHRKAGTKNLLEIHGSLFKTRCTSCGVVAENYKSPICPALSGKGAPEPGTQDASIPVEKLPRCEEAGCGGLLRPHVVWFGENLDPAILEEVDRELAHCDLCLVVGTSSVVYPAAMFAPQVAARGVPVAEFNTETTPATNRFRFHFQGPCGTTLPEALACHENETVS
ARNT-TACC3 inh: disruptors of ARNT/TACC3 protein interaction, primary screen, biochemical, AlphaScreen, single concentration; 0.66% of 390,000 active; Transforming acidic coiled-coil-containing protein 3 (Homo sapiens), Q9Y6A5; AlphaScreen His-ARNT PAS-B/GST-TACC3 binding, luminescence; TACC3 fragment carries E629A point mutation; inhibition, % at 9.99 µM;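 active = mean inhibition of replicates at least 50% and at least half of replicates each reaching 50%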;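 note: 0% = complete ARNT plus TACC3 wells and 100% = ARNT alone without TACC3; many hits fall short of the cut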
* = called active by the depositor; x = no result given; & = joins results of further samples; [ ] = remark or other dose.

SMILES	esBAF inh	Statin myotox sup	ERp5 block	Cneo AK release	miR-122 sensor	SIRT5 block	ARNT-TACC3 inh
C[C@H]1CN([C@@H](C)CO)C(=O)c2cccc(NC(=O)c3ccncc3)c2O[C@H]1CN(C)Cc1ccc(Oc2ccccc2)cc1	-5	-4	-7	-1	-8[16.7 µM]	-2	-9
COc1cc(NC(=O)c2cc(S(=O)(=O)N3CCCCC3)ccc2N2CCOCC2)cc(OC)c1OC	5	15	-2	-1	5	-1	20
O=C(C[C@H]1CC[C@@H](NC(=O)CN2CCOCC2)[C@H](CO)O1)NCCc1ccccc1	-8	-2	7	1	x	0	x
Cc1cc(OC(C)C(=O)NCCCn2ccnc2)c2c(C)cc(=O)oc2c1 (stereo unspecified)	1	-3	3	-2	-1	-14	0
CCOC(=O)COc1c(OC)cc(Cl)cc1C1Nc2ccccc2C(=O)N1c1ccc(F)cc1 (stereo unspecified)	8	16	x	-2	-4	x	-2
C[C@@H]1CCCCO[C@H](CN(C)C(=O)C2CCCCC2)[C@H](C)CN([C@H](C)CO)C(=O)c2cc(N(C)C)ccc2O1	3	-22	x	x	0[16.7 µM]	x	x
O=C1Cn2c(nc3ccccc32)N1c1ccccc1F	-10	20	x	-1	-5	x	-7
OCC1CCCN(c2ncnc3scc(-c4ccccc4)c23)C1 (stereo unspecified)	x	x	-4	x	x	4	1
COc1ccc(NC(=O)C2(C)Cc3c(-c4cccc(NC(C)=O)c4)ccnc3O2)cn1 (stereo unspecified)	-9	-62	-7	2	8	2	x
C[C@@H]1CN([C@H](C)CO)C(=O)c2cc(-c3ccc(C#N)cc3)cnc2O[C@@H]1CN(C)C(=O)c1cccnc1	-7	-10	-1	5	x	-2	4
Cc1cccc(S(=O)(=O)Nc2ccc(-c3nc4ccc(C)cc4s3)cc2)c1	x	x	5	x	x	9	-7
CN(C)C(=O)C[C@H]1C[C@@H]2c3cc(N(C)C)ccc3O[C@@H]2[C@@H](CO)O1	-2	0	-4	1	-2[16.7 µM]	2	29
C[C@@H]1CN([C@@H](C)CO)C(=O)c2cccc(NS(=O)(=O)c3cn(C)cn3)c2O[C@@H]1CN(C)CC1CCCCC1	-8	-30	-5	57	-3[16.7 µM]	-8	-3
COc1ccc(S(=O)(=O)N2CCOCC2)cc1C(=O)NCc1c(C)nn(Cc2ccccc2)c1C	7	7	5	1	-2	-20	-1
CCN1[C@@H]2c3ccc(-c4ccccc4F)c(=O)n3C[C@H]1[C@H](CO)[C@H]2C(=O)NCCOC	-6	-13	-1	0	3[16.7 µM]	0	-15
O=C(C[C@H]1CC[C@@H]2[C@H](COC[C@@H](O)CN2S(=O)(=O)c2ccc(F)cc2)O1)NCC1CCCCC1	0	15	7	2	-3[16.7 µM]	4	5
O=C(CSc1nnc(-c2ccco2)n1CC1CCCO1)N1CCCCC1 (stereo unspecified)	-1	-4	x	x	-8	x	6
O=C(COC(=O)c1ccccc1)NC(=O)NC1CCCC1	4	14	-3	x	x	4	-3
COCCNC(=O)C[C@@H]1CC[C@H]2[C@@H](COc3ccc(NS(=O)(=O)c4ccc(Cl)cc4)cc3C(=O)N2C)O1	1	-8	0	0	18[16.7 µM]	-1	-5
CC(=O)N(C)C[C@@H]1Oc2cc(-c3cccnc3)ccc2S(=O)(=O)N([C@H](C)CO)C[C@H]1C	2	8	-7	0	-7[16.7 µM]	3	-8
COc1ccc(S(=O)(=O)Nc2cc(S(=O)(=O)N3CCOCC3)ccc2OC)cc1	0	6	x	0	-10	-3	-3
O=S(=O)(NC[C@@H]1N[C@H](CO)[C@@H]1c1ccc(C2=CCCC2)cc1)c1ccccc1	-11	-3	3	53	7[16.7 µM]	4	-4
CCN1C(=O)c2cccc3c(S(=O)(=O)NCc4ccco4)ccc1c23	-5	16	x	-4	70	x	4
Cc1ccc(NC(=O)c2cc(NC(=O)C3CC=CCC3C(=O)O)ccc2N2CCOCC2)cc1Cl (stereo unspecified)	1	13	x	0	4	x	x
Cc1cccc(NC(=O)CSc2n[nH]c(-c3ccncc3)n2)c1C	-7	8	12	0	-6	-1	-3
CCOC(=O)N1CCN(S(=O)(=O)c2ccc3c(c2)CCN3C(=O)C2CCC2)CC1	13	8	x	-3	-2	x	-3
CCN1CCN(Cc2ccc(C(=O)Nc3ccc(C)c(NCc4cnc(NC(=O)OC)cn4)c3)cc2C(F)(F)F)CC1	1	2	3&-8	9&-1	-3&6	-2	5
O=C(NCc1ccc(F)cc1)c1cnc(Cl)c(Cl)c1	9	3	3	0	-9	-2	-5
COc1cc2c(cc1OC)C(C(=O)NCc1cccnc1)C(c1cccnc1)N(C)C2=O (stereo unspecified)	1	-7	x	-4	-2	x	-3
O=C(CN1CCOCC1)NCc1ccc(F)cc1	2	3	3	1	1	-3	29

3 compounds already listed, sorted by SMILES length, falling:
SMILES	esBAF inh	Statin myotox sup	ERp5 block	Cneo AK release	miR-122 sensor	SIRT5 block	ARNT-TACC3 inh
O=S(=O)(NC[C@@H]1N[C@H](CO)[C@@H]1c1ccc(C2=CCCC2)cc1)c1ccccc1	-11	-3	3	53	7[16.7 µM]	4	-4
COc1ccc(S(=O)(=O)N2CCOCC2)cc1C(=O)NCc1c(C)nn(Cc2ccccc2)c1C	7	7	5	1	-2	-20	-1
O=C(CN1CCOCC1)NCc1ccc(F)cc1	2	3	3	1	1	-3	29

Other compounds follow.
SMILES	esBAF inh	Statin myotox sup	ERp5 block	Cneo AK release	miR-122 sensor	SIRT5 block	ARNT-TACC3 inh
COc1cccc(-n2nc(C(C)=O)c(=O)[nH]c2=O)c1	-6	-6	-1	4	1	-1	-4
CC1(C)Cc2c(C#N)c(SCCOc3ccccc3)nc(N3CCOCC3)c2CO1	-2	-9	x	-1	-3	x	-1
CC1(C)C(=O)Nc2ccccc2N1C(=O)COC(=O)COc1cccc(C(F)(F)F)c1	-9	1	9	1	x	-3	-5
CC1(C)c2ccccc2N(CC(N)=O)C12C=Cc1ccccc1O2 (stereo unspecified)	x	x	11	0	-3	-4	13
CCc1nc2c(OCc3ccc(C(F)(F)F)cc3)cccn2c1N(C)C(=O)c1ccc(C)cc1	7	-14	-2	5	-4	-1	x
Cc1cc2ccccc2n1CCNC(=O)Cc1cccc2ccccc12	11	17	-3	-2	x	2	-4
Cc1noc(C)c1C(=O)OCC(=O)Nc1ccc(S(N)(=O)=O)cc1	0	-2	1	-1	-8	-2	0
Cc1ccc(CN2CCN(Cc3cn(C)nc3-c3ccccc3)CC2CCO)o1 (stereo unspecified)	-2	0	8	x	-4	-6	-6
COc1ccc(-c2[nH][nH]c(=O)c2NC(=O)c2ccccn2)cc1	0	-8	-4	-6	0	-1	x
CCN(Cc1ccccc1)C(c1ccccn1)c1nnnn1C1CCCCC1 (stereo unspecified)	-9	-5	x	4	-13	x	11
CC(C)[C@H](NC(=O)c1ccccc1)C(=O)O	x	x	1	x	x	-1	-7
Cc1ccc(S(=O)(=O)Nc2ccc3c(c2)C(=O)N([C@@H](C)CO)C[C@H](C)[C@@H](CN(C)Cc2ccc4c(c2)OCO4)O3)cc1	2	10	-5	-1	-7[16.7 µM]	-4	-13
CC(C)C#Cc1ccc2c(c1)O[C@@H](CN(C)C(=O)c1cnccn1)[C@H](C)CN([C@H](C)CO)S2(=O)=O	11	-26	2	3	2[16.7 µM]	-4	-1
Cc1ccc(CNC(=O)C(=O)NCC2OCCCN2S(=O)(=O)c2ccc(F)cc2)cc1 (stereo unspecified)	-4	-1	1	6	-4	-1	5
CCCCN(C(=S)Nc1cccc(C)c1C)c1c(N)n(CCC)c(=O)[nH]c1=O	x	x	1	x	x	-4	-40
COC(=O)c1cc(Br)c(=O)n(CCc2ccccc2)c1	-1	2	x	x	5	x	-2
CN1CCN(C(=O)c2ccc3c(c2)OCCO3)CC1	2	3	x	-1	1	x	-2
CCOC(=O)Cc1csc(NC(=O)c2c(-c3c(Cl)cccc3Cl)noc2C)n1	x	x	x	-1	2	x	0
Cc1cc(C(=O)Nc2sccc2C#N)c2ccccc2n1	-1	7	-1	-4	-3	-3	-3
O=C(CN1C(=O)NC2(CCCC2)C1=O)OCc1c(F)cccc1Cl	x	-11	-1	2	x	-3	-5
Cc1ccccc1-c1ccc(/C=C2/SC(N3CCOCC3)=NC2=O)o1	x	x	-6	-3	2	-5	1
CO[C@H]1CN(C)C(=O)c2cc(NC(=O)C3CC3)ccc2OC[C@@H](C)N(C(=O)c2ccccn2)C[C@@H]1C	-2	4	x	x	-24[16.7 µM]	x	x
COc1ccc(S(=O)(=O)N(C)c2ccc(C(=O)Nc3ccccc3C(=O)N3CCOCC3)cc2)cc1	x	x	-2	1	x	-2	-2
O=C(O)c1cccc(NS(=O)(=O)c2ccc(Oc3ccc(S(=O)(=O)Nc4cccc(C(=O)O)c4)cc3)cc2)c1	x	x	4	x	x	2	-4
CCSC1=C(C#N)C(c2ccccc2Cl)CC(=O)N1 (stereo unspecified)	17	9	x	-2	-1	x	-2
COc1cc(C)ccc1OCc1cc(C(=O)NCc2ccncc2)no1	52*	-6	1	0	-4	1	13
O=C(C1COc2ccccc2O1)N1CCN(c2ccccn2)CC1 (stereo unspecified)	-4	5	3	2	-15	-3	0
Cc1ccc(/C(O)=C/C(=O)C(=O)NC23CC4CC(CC(C4)C2)C3)cc1	x	x	1	0	x	2	3
Cc1cc(C)n(Cc2n[nH]c(=S)n2Cc2ccccc2)n1	-4	1	x	2	-6	x	-3
CCOc1ccc(C2NC(=O)C(C#N)=C(S)N2c2cccc(C)c2)cc1OC (stereo unspecified)	x	x	-4	x	x	-6	-9
COc1ccc(C(=O)N/N=C/c2ccc(OC(=O)c3ccccc3)cc2)cc1	x	x	x	8	-4	x	-6
O=C(Cn1nnc2ccccc21)Nc1ccc(Cl)cn1	x	x	1	0	-2	-1	-8
O=c1oc2c(CN3CCCCC3)c(O)ccc2c2c1CCCC2	-14	6	x	-2	x	x	4
O=C(C[C@H]1C=C[C@@H](NC(=O)C2CC2)[C@H](CO)O1)NCc1ccncc1	3	1	-4	0	x	-5	2
C[C@H]1CN([C@@H](C)CO)C(=O)c2cccc(NC(=O)Nc3ccc(C(F)(F)F)cc3)c2O[C@H]1CN(C)C	-1&3	-10&-8	1&-7	-1&1	6[16.7 µM]	-2&-5	6&1
C[C@@H]1CN([C@@H](C)CO)C(=O)Cc2cc(NS(=O)(=O)c3ccc(Cl)cc3)ccc2O[C@H]1CN(C)Cc1ccc(Oc2ccccc2)cc1	9	48	-5	6	-17[16.7 µM]	24*	13
CCOC(=O)CNC(=O)N1c2ccccc2Sc2ccccc21	-9	0	2	x	5	-8	-11
O=C(CN1C(=O)C(=O)N(Cc2ccccc2)C1=O)Nc1ccc(F)c(Cl)c1	x	x	3	x	x	-5	-11
O=C(NCC1CCN(Cc2ccccc2Cl)CC1)Nc1cccc(Cl)c1	-5	13	9	1	-5	-9	-2
O=C(CCSCc1ccccc1F)N1CCN(c2ccccn2)CC1	x	x	0	x	x	2	0
CC(C)NC(=O)N1CCN(c2ccncc2S(=O)(=O)N2CCOCC2)CC1	-4	-1	x	0	2	x	-6
C[C@H](CO)N1C[C@H](C)[C@H](CN(C)S(=O)(=O)c2ccc(F)cc2)Oc2c(NC(=O)c3cnccn3)cccc2C1=O	4	13	-7	x	-3[16.7 µM]	0	x
CCc1cccc(NC(=O)CCc2nc3sc4c(c3c(=O)[nH]2)CCCC4)c1	x	x	2	x	5	2	6
